# Compound activity from PubChem.
# Menin MLL FP TR = displaces Texas Red mutant MLL peptide from human menin. Menin + Texas Red MLL mutant peptide, fluorescence polarization. Potency, µM (series often up to 61.6 µM), inactives show at the highest dose FP activity change, negative = inhibition, actives largely listed as inhibitors. actives 0.23% (n = 270,000). AID 1768; active means well fitted inhibition curve with a large enough effect in the polarisation, with a control signal flat, not every such curve was filed as active; inconclusive means small, poorly fitted or top-dose-only effect, or effect the other way, or a change in a side signal; inactive means no such curve, though single readings can be large or run the other way; the % refers to the polarisation; further: potency means the concentration at half of the fitted maximal effect; % of control where 0% means no effect; many of its hits are not listed in these tables
# Eya2 phos inh = Eya2 (human) phosphatase inhibition; O00167; Potency, µM (doses to about 76.9 µM), without a hit: at the top dose activity, negative = inhibition, hits mostly inhibitors; actives 0.006% (n = 330,000); recombinant Eya2, OMFP fluorescence dephosphorylation (OMFP is methylfluorescein phosphate); further: potency means the concentration at half of the fitted maximal effect; on the % scale 0 is the no-effect control and ±100 the full control effect
#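 Eya2 protein (added as 0.2 uM solution) was preincubated with compound for 10 min at ambient temperature in 50 mM HEPES pH 7.5, 50 mM NaCl, 5 uM MgCl2, 0.05% BSA, 1 mM DTT. OMFP (added at 50 uM) then reacted 10 min; fluorescence read at 485/525 nm.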
# MBNL1 CUG block = inhibitors of human MBNL1 binding to CUG repeat RNA | AID 2675 | Potency, µM (top dose mostly 57.5 µM), for the others: at the top dose activity change, negative = inhibition, usual class: inhibitors | Q9NR56 | TR-FRET MBNL1-His/biotin-(CUG)12 binding, 665/545 ratio | actives 0.036% (n = 280,000); active means well fitted inhibition curve with a large enough effect in the signal ratio, with a control signal flat, not every such curve was filed as active; inconclusive means small, poorly fitted or top-dose-only effect, or effect the other way, or a change in a side signal; inactive means no such curve, though single readings can be large or run the other way; the % refers to the signal ratio; further: potency means the concentration at half of the fitted maximal effect; on the % scale 0 is the no-effect control and ±100 the full control effect
#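 TR-FRET between His-tagged MBNL1 and biotin-(CUG)12 RNA, detected with Tb anti-His antibody (0.055 ng/ul) and streptavidin-XL665 (5 nM), 60 min at room temperature. Compounds titrated 92 nM to 58 uM; 665/545 nm ratio normalized to buffer and complex controls.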
# Mito fusion yeast = inhibitors of mitochondrial division or activators of mitochondrial fusion; S. cerevisiae fusion-defective mutant growth rescue, CellTiterGlo 48 h; Potency, µM (top dose mostly 46.1 µM), inactives show top-dose growth rescue (activation), actives largely listed as activators; actives 0.23% (n = 320,000); AID 485298;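 further: potency means the concentration at half of the fitted maximal effect; % of control where 0% means no effect; nearly all actives have a fitted effect of over 45% in size; temperature-sensitive fusion mutants such as fzo1-1 at 37 °C on non-fermentable ethanol glycerol medium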
#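 Read-out: ATP-based luminescence (CellTiterGlo, 10 min ambient) reporting growth of fusion-defective ts yeast after 48 hours at 37C on glycerol/ethanol YPEG medium in the presence of compound.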
# PKM2 activator = activators of human pyruvate kinase M2 | purified PKM2, Kinase-Glo ATP luminescence, activation; response scale: 0% is enzyme alone, no compound | Potency, µM (top dose mostly 57.5 µM), without a hit: at the top dose activation, hits mostly activators | actives 0.34% (n = 260,000); further: potency means the concentration at half of the fitted maximal effect; on the % scale 0 is the no-effect control and ±100 the full control effect; nearly all actives have a fitted effect of over 55% in size
#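 ATP formation by purified human PK-M2, quantified via coupled luciferase luminescence after 1 h at room temperature with 0.1 mM ADP and 0.5 mM PEP final.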
# BCR signal inh = blocks chronic active B-cell receptor signaling; ABC-DLBCL IkBa-CBG/CBR reporter, luminescence ratio, 4 h; Potency, µM (series often up to 46.1 µM), inactives show top-dose ratio change, negative = lower green/red ratio, most hits filed as inhibitors; actives 0.05% (n = 340,000); active means well fitted inhibition curve with a large enough effect in the signal ratio, with a control signal flat, not every such curve was filed as active; inconclusive means small, poorly fitted or top-dose-only effect, or effect the other way, or a change in a side signal; the % refers to the signal ratio;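 further: potency means the concentration at half of the fitted maximal effect; plate controls were basal doxycycline-induced cells for no effect and cells given 10 µM MG132 for full effect; MG132 reads +100%, hits lower the ratio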
#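 Cell line TMD8 (human ABC DLBCL), stably expressing tet-inducible CBG68-IkBa fusion and CBR; IMDM/0.5% FBS; cpd up to 46 uM; dox induction, 4 h, 37C/5% CO2; dual luminescence; green/red ratio; MG132 control.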
# KCNH2 WT inh = blocks the wildtype human KCNH2 potassium channel; Q12809; U2OS, BacMam KCNH2, thallium flux FluxOr; active compounds read low; activity change, % at 1.84 µM; actives 0.37% (n = 340,000);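 active means maximum activity change below -70%; inconclusive means maximum activity change between -70% and -50%; inactive means maximum activity change above -50%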; further: on the % scale 0 is the no-effect control and ±100 the full control effect
#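 U2OS cells were transduced with wild-type KCNH2 virus (2.03 x 10^8 / mL) for 4 h at room temperature, then cultured overnight at 37 C. Thallium flux was read with FluxOr dye. Rate constants were normalized to DMSO controls.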
# TSHR antagonist = blocks TSH signaling through the human TSH receptor | actives 0.2% (n = 330,000) | activity change, negative = inhibition, % at 11.5 µM | P16473 | TSHR-expressing cells, TSH-stimulated cAMP HTRF, 2 h; active compounds read low;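 active means activity change below a set negative limit, meaning inhibition stronger than a set level, cut at about -70% in these data; inconclusive means activity change between two set negative limits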; further: on the % scale 0 is the no-effect control and ±100 the full control effect
#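 Antagonism was scored as loss of TSH-driven cAMP in TSHR cells, stimulated with 4nM TSH (EC80) for 2 hours at 37 deg C and detected by homogeneous HTRF competition immunoassay.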
# S-ASM inh = inhibitors of human secretory acid sphingomyelinase; placental ASM, HMU-PC fluorogenic substrate, 60 min; Potency, µM (series often up to 57.5 µM), for inactives: at the highest dose activity change, negative = inhibition, hits mostly inhibitors; actives 0.006% (n = 340,000); AID 504937; further: potency means the concentration at half of the fitted maximal effect
#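 Fluorogenic HMU-PC substrate (9 uM final) is turned over by placental ASM in 60 min at 37 C after a 10 min compound preincubation. Reaction ended by alkaline stop (pH 10), with fluorescence read at 386/447 nm.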
# GALK inh = inhibitors of human galactokinase. actives 0.007% (n = 270,000). P51570. AID 1868. Purified GALK, Kinase-Glo residual ATP luminescence. Potency, µM (doses to about 57.5 µM), for inactives: at the top dose activity change, negative = inhibition, usual class: inhibitors; further: potency means the concentration at half of the fitted maximal effect; on the % scale 0 is the no-effect control and ±100 the full control effect
# Target sequence (P51570 whole entry, looked up): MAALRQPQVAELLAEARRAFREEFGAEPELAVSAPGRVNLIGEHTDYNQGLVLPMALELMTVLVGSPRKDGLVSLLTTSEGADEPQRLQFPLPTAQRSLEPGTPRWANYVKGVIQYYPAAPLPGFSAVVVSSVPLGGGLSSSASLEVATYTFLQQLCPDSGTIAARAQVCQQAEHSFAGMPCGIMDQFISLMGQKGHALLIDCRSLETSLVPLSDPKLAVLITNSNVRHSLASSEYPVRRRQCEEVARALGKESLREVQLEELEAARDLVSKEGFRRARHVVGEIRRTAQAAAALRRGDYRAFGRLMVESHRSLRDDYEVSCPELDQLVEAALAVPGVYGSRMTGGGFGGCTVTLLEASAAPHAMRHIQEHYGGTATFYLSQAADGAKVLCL
#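 ATP-depletion format; final 35 uM ATP, 100 uM D-galactose, 5 nM enzyme; pH 8.0 HEPES/Mg2+ buffer; 60 min RT; luminescence read 10 min after detection reagent.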
# USP2a block = USP2a (human) protease inhibition; O75604; USP2 core, Ub-CHOP2 coupled fluorogenic reporter, 485/531; Potency, µM (top dose mostly 38.3 µM), without a hit: top-dose activity change, negative = inhibition, hits mostly inhibitors; actives 0.01% (n = 330,000);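 further: potency means the concentration at half of the fitted maximal effect; plate controls were DMSO wells for no effect and full inhibition by NEM control for full effect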
# Target sequence (O75604 whole entry, looked up): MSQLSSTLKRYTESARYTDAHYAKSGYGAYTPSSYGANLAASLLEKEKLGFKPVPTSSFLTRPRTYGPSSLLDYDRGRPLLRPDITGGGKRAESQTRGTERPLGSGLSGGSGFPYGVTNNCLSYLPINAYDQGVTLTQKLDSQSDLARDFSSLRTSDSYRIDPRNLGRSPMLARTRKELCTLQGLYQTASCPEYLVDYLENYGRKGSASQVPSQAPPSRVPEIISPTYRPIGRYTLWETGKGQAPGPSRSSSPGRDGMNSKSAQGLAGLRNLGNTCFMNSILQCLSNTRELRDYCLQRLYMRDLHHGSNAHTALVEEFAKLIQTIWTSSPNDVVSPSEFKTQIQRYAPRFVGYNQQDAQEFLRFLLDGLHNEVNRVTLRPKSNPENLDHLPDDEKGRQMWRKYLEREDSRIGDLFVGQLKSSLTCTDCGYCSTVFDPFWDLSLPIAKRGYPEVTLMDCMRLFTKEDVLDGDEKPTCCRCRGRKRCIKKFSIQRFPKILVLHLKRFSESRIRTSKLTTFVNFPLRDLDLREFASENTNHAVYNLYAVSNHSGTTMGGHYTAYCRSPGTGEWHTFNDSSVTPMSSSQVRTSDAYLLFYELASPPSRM
#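 Deubiquitinase activity read as fluorescence (485/531 nm) after Ub-CHOP2 cleavage activates the enterokinase reporter on its substrate; USP2 core 10nM, Ub-CHOP2 and substrate 25nM each, 30min compound preincubation then 60min RT; data normalized to NEM, curves fitted.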
# Starred values were filed as active, the others as inactive; ? = inconclusive; · = no result given; [ ] = another dose, or the depositor's remark. Unless noted, the call rests on the fitted dose curve; in most records, active means well fitted curve in the direction sought with a large enough effect; inconclusive means small, poorly fitted or top-dose-only effect, or another doubt; inactive means no such curve, though single readings can be large; an effect the other way counts as inactive or inconclusive.
SMILES,Menin MLL FP TR,Eya2 phos inh,MBNL1 CUG block,Mito fusion yeast,PKM2 activator,BCR signal inh,KCNH2 WT inh,TSHR antagonist,S-ASM inh,GALK inh,USP2a block
O=C(NCc1ccco1)C1CCCN(S(=O)(=O)Cc2ccccc2)C1 (configuration not stated),·,7%,2%,0%,-6%,7%,-13,-1,1%,-4%,0%
Cc1cc(C)cc(NC(=O)c2ccc(CSc3nnc(C)s3)cc2)c1,30%,6%,-11%,8%,-3%,?,3,2,-12%,-1%,3%
Cn1c(CNC(=O)c2ccccc2F)nnc1SCC(=O)N1CCN(c2ccccc2)CC1,1%,-28%,-1%,2%,-2%,9%,-5,-4,1%,9%,2%
CC(=O)NC(c1ccccc1)c1cc(Cl)c2cccnc2c1O (configuration not stated),-13%,-1%,13%,3%,2%[11.5 µM],-10%,-2,-3,0%,6%,2%
COc1cccc(-c2nnc(N(C)C(=O)c3ccno3)s2)c1,12%,0%,13%,2%,2%,-1%,·,-5,·,3%,3%
O=c1[nH]c(=S)[nH]cc1S(=O)(=O)c1cccc(Cl)c1,8%,19%,2%,12%,·,0%,-1,2,7%,·,-4%
COc1ccc(C(=O)Nc2ccccc2C(=O)NC(Cc2ccc(O)cc2)C(=O)NNC(=O)c2ccncc2)cc1 (configuration not stated),?,5%,-3%,-1%,-3%,-4%,·,-7,-2%,-1%,4%
CC(/C=C/c1ccccc1)=N\NC(=O)C1CC1(C)c1ccccc1 (configuration not stated),24%,-6%,-1%,18%,1%,15%,-1,13,-9%,0%,-2%
O=C(Cc1cccc(C(F)(F)F)c1)NCc1ccc(Cl)cc1Cl,5%,8%,11%,14%,1%,-3%,3,-29,2%,0%,0%
CC(C)(CS(=O)(=O)[O-])NC(=O)CC[N+](C)(C)CCO,25%,16%,-25%,0%,-4%,-2%,-3,19,6%,1%,7%
COc1ccc(C(C)=O)cc1CSc1nnc(Nc2ccccc2)s1,5%,5%,·,3%,1%,?,-6,-24,·,0%,-1%
COc1cc(OC)cc(-c2n[nH]c(=S)n2-c2cc(OC)ccc2OC)c1,-2%,-6%,-3%,3%,2%,-2%,15,-5,-3%,-5%,1%
Cc1onc(-c2ccccc2)c1C(=O)NNC(=O)c1ccccc1O,·,11%,·,0%,·,?,2,8,-3%,·,1%
CC(C(=O)Nc1ccc(C(=O)O)c(O)c1)N1C(=O)/C(=C\c2ccco2)SC1=S (configuration not stated),·,22%,?,-1%,·,2%,12,-5,-1%,-6%,?
O=C1CCN(CCc2ccccc2)CCN1CCOc1ccccc1,-22%,-8%,-6%,-1%,0%,-9%,34,1,3%,·,-1%
O=C(O)Cc1c[nH]c2ccc(O)cc12,12%,8%,·,14%,·,·,-8,15,-1%,·,·
COc1ccc(C(=O)N/N=C(\C)c2cccc(NC(=O)c3ccc(F)cc3)c2)c(OC)c1,·,5%,-1%,1%,·,-6%,3,3,-15%,-2%,6%
COc1ccc(S(=O)(=O)N2CCOCC2)cc1NC(=O)COC(=O)c1[nH]c(C)c(C(C)=O)c1C,·,1%,·,·,·,-17%,0,-9,0%,·,0%
CC(C)CCn1c(COc2ccccc2)n[nH]c1=S,3%,-1%,0%,-1%,-8%,-2%,-1,-11,8%,0%,1%
CCC(Sc1nc2n[nH]c(C)c2c(=N)n1-c1cccc(Cl)c1C)C(=O)N(CC)CC (configuration not stated),1%,-7%,-11%,1%,-16%,?,-3,2,0%,2%,4%
CC1=CC(C)(C)N2C(=O)C3(C(C#N)=C(N)OC4=C3C(=O)CCC4)c3c(C)c(C)cc1c32 (configuration not stated),3%,-7%,1%,0%,-8%,0%,0,1,-1%,-3%,0%
CCCCNC(=O)CC1N=C2c3ccccc3N=C(SCC(=O)Nc3cccc(OC)c3)N2C1=O (configuration not stated),-5%,-4%,-9%,-2%,29%,-1%,-4,-2,-1%,3%,2%
O=C1c2ccccc2C(=O)N1CSc1nnc2c3ccccc3n(CCc3ccccc3)c2n1,·,2%,2%,-11%,-2%,0%,-18,-2,-3%,-2%,-2%
S=c1nc[nH]c2c1ncn2C1CCCC1,-13%,-6%,-1%,-19%,0%,?,-8,-2,1%,-1%,-4%
COc1ccc(OCC(O)CON2C(=O)c3ccccc3C2=O)cc1 (configuration not stated),5%,1%,14%,-4%,0%,-1%,0,2,1%,1%,1%

# Taken from the results shown (five entries):
SMILES,Menin MLL FP TR,Eya2 phos inh,MBNL1 CUG block,Mito fusion yeast,PKM2 activator,BCR signal inh,KCNH2 WT inh,TSHR antagonist,S-ASM inh,GALK inh,USP2a block
O=C(NCc1ccco1)C1CCCN(S(=O)(=O)Cc2ccccc2)C1 (configuration not stated),·,7%,2%,0%,-6%,7%,-13,-1,1%,-4%,0%
Cc1cc(C)cc(NC(=O)c2ccc(CSc3nnc(C)s3)cc2)c1,30%,6%,-11%,8%,-3%,?,3,2,-12%,-1%,3%
Cn1c(CNC(=O)c2ccccc2F)nnc1SCC(=O)N1CCN(c2ccccc2)CC1,1%,-28%,-1%,2%,-2%,9%,-5,-4,1%,9%,2%
CC(=O)NC(c1ccccc1)c1cc(Cl)c2cccnc2c1O (configuration not stated),-13%,-1%,13%,3%,2%[11.5 µM],-10%,-2,-3,0%,6%,2%
COc1cccc(-c2nnc(N(C)C(=O)c3ccno3)s2)c1,12%,0%,13%,2%,2%,-1%,·,-5,·,3%,3%

# (list continues)
SMILES,Menin MLL FP TR,Eya2 phos inh,MBNL1 CUG block,Mito fusion yeast,PKM2 activator,BCR signal inh,KCNH2 WT inh,TSHR antagonist,S-ASM inh,GALK inh,USP2a block
COc1cc(-c2nnn(Cc3ccccc3C)n2)cc(OC)c1OC,-16%,1%,-1%,0%,·,-4%,-8,1,-8%,·,-2%
Cc1cccc2c1N(CCOc1ccccc1Cl)C(=O)C2=O,-1%,-8%,-9%,2%,0%,-4%,2,-27,-1%,-3%,0%
CS(=O)(=O)N(CC(O)Cn1c2ccccc2c2ccccc21)c1ccccc1 (configuration not stated),34%[activator],-3%,8%,1%,3%,0%,-4,-6,-1%,2%,2%
CC1=NN(c2ccccc2)C(=O)/C1=C\c1cc(C)n(-c2ccccc2)c1C,3%,3%,3%,-3%,-11%,-2%,-2,-3,-13%,1%,6%
Cc1sc(NC(=O)CN(C)C2CCCCC2)nc1-c1ccc2c(c1)CCN2S(=O)(=O)c1ccccc1,2%,6%,21%,0%,2%,?,·,-4,·,0%,2%
O=CN1CCN(C(C(=O)NC2CCCC2)c2ccc(Cl)cc2)CC1 (configuration not stated),-11%,-8%,-3%,0%,0%,3%,10,10,5%,2%,0%
CC1CCCCN1C(=O)CSc1nc(-c2ccccc2)cn1N (configuration not stated),-26%,4%,-7%,-4%,-4%,-6%,1,2,4%,10%,1%
CCOC(=O)C1=CNS(=O)(=O)NC1c1ccc(C)cc1 (configuration not stated),·,-5%,·,·,·,-1%,1,2,21%,·,-1%
CCOC(=O)C1(Cc2ccccc2C(F)(F)F)CCN(C(=O)c2cc(C)n(C)n2)CC1,-9%,-13%,4%,13%,-2%,-1%,7,1,-4%,4%,3%
Cc1ccc(S(=O)(=O)N2CCOCC2)cc1N/N=C(\C#N)c1nc2ccccc2[nH]1,?,6%,-4%,8%,8%,?,-2,-50,0%,-4%,-2%
COc1ccc(Cl)cc1NC(=O)C[n+]1ccccc1,-23%,-10%,-4%,-5%,-2%,1%,-5,-5,-2%,0%,-2%
COc1ccccc1CNC(=S)NC1CCCCC1,5%,14%,0%,-3%,3%,3%,0,-5,-2%,1%,1%
COc1ccc2cc(/C(C)=N/NC(=O)c3cc(-c4cccnc4)nc4ccccc34)ccc2c1,3%,0%,?,-3%,-18%,0%,1,29,1%,3%,3%

# These rows are one share of the data; count on the stated rates, not on these rows.
